Screens from PubChem.
NCI-60 one-dose screen, 48 h, at 10 µM unless noted. Numbers give growth in % (100 = growth as untreated, 0 = no growth, -100 = all killed).
NCI-H460: NCI-H460 lung cancer; actives 6.8% (n = 82,000); AID 1794736
SK-OV-3: SK-OV-3 ovarian cancer cells. actives 3.2% (n = 80,000)
COLO 205: COLO 205 colon cancer | actives 7.3% (n = 79,000)
NCI-H522: NCI-H522 lung cancer; actives 8% (n = 78,000); AID 1794739
NCI-H322M: NCI-H322M lung cancer | actives 2.7% (n = 80,000)
NCI/ADR-RES: NCI/ADR-RES ovarian cells; AID 1794790; actives 4.4% (n = 81,000)
IGROV1: IGROV1 ovarian cancer; actives 4.7% (n = 79,000)
NCI-H226: NCI-H226 lung cancer; actives 3.5% (n = 79,000)
NCI-H23: NCI-H23 lung cancer | actives 4% (n = 80,000) | AID 1794731
* hit, by the source's call; x = not tested or not shown; & = joins results of further samples. Rule for the calls: active = growth percent below 10; inactive = the rest.

1) O=C(CSc1nnc(COc2cnc3ccccc3n2)o1)Nc1ccccc1Cl
2) COc1ccc(-c2nn(-c3cccc(Cl)c3)cc2/C=C/C(=O)c2ccc(Br)cc2)cc1
3) CC(=O)c1cc[n+](C)cc1
4) COc1ccccc1C(C(=O)O)c1ccccc1 (centres undefined)
5) O=c1ccc2cc(-n3cc(CO)nn3)ccc2o1
6) CC(=O)Nc1nonc1-c1nc2ccccc2n1Cc1ccc(Cl)cc1Cl
7) Fc1cc(COC2CCN(Cc3ncn4ccccc34)CC2)ccc1Cl
8) CN1CCN(CC#CCOC(=O)CNC(=O)[C@]23CCC(C)(C)C[C@H]2C2=CC[C@@H]4[C@@]5(C)CC[C@H](O)C(C)(C)[C@@H]5CC[C@@]4(C)[C@]2(C)CC3)CC1
Screen / compound no.	1	2	3	4	5	6	7	8
NCI-H23	98	90	97	99	104	88	x	94
NCI-H226	108	80	93	101	96	41	95	94
NCI-H460	105	87	103	113	114	72	93	96
IGROV1	106	90	109	106	102	92	101	90
SK-OV-3	105	107	112	99	126	64	100	86
NCI/ADR-RES	102	101	105	105	102	76	101	88
COLO 205	117	108	115	101	117	94	100	85
NCI-H522	101	73	95	95	99	69	93	88
NCI-H322M	105	87	98	98	94	83	94	94

9) c1ccc(CSc2nc3ncncc3[nH]2)cc1
10) O=C1NC(c2ccc(Cl)cc2)(c2ccc(Cl)cc2)C(=O)N1Cl
11) C=CCc1cc(CN2CC(C)OC(C)C2)c(O)c(OC)c1 (centres undefined)
12) COc1ccc(/C=N/Nc2nc3ccccc3s2)cc1
13) N#Cc1ccccc1-c1ccc(CN2C(=O)S/C(=C\c3ccccc3)C2=O)cc1
14) O=c1[nH]c(CN2CCN(c3ccccc3F)CC2)nc2sc3c(c12)CCC3
15) O=C1OCC/C1=C1/NCCNC1=O
16) COc1ccc(S(=O)(=O)NCCNc2cc(-c3cn(-c4ccccc4)nc3-c3cccc(OC)c3)ccn2)cc1
Screen / compound no.	9	10	11	12	13	14	15	16
NCI-H23	92	90	102&107	105	101	105	105	63
NCI-H226	104	84	99&116	99	89	102	108	58
NCI-H460	169	102	108&121	97	108	123	103	57
IGROV1	106	96	111&113	68	113	85	122	58
SK-OV-3	99	110	108	90	97	97	114	81
NCI/ADR-RES	140	94	87&115	99	102	111	x	51
COLO 205	122	105	x	84	117	92	116	50
NCI-H522	94	92	94&108	89	90	99	111	62
NCI-H322M	92	95	112&103	87	113	99	107	86

17) COc1ccc(OC)c(/C=C/C(=O)c2ccc(Nc3ncnc4cc(OC)c(OC)cc34)cc2)c1
18) N=c1c(C(=O)OCc2ccccc2)ncc(CCl)n1O
19) O=C(/C=C/c1cn(-c2ccccc2)nc1-c1ccc(Cl)cc1)OCc1cn(-c2cccc(Cl)c2)nn1
20) Nn1c(SCC(=O)Nc2cc(Cl)c(Cl)cc2Cl)nnc1-c1cc(F)c(Cl)cc1Cl
21) CSc1nc2c(c(=O)[nH]1)C(c1ccc(Cl)cc1)C1=C(N2)/C(=C/c2ccc(Cl)cc2)CN(C)C1 (centres undefined)
22) O=C(c1cccc(Cl)n1)c1c[nH]c2ccccc12
23) COc1cc(CNC(=O)/C=C/c2ccccc2)ccc1OCc1cn(-c2ccc(C)c(C)c2)nn1
24) CCN(CC)CCCC(C)Nc1ccnc2cc(C)c(C)cc12 (centres undefined)
Screen / compound no.	17	18	19	20	21	22	23	24
NCI-H23	97	100	86	103	77	86	101	97
NCI-H226	115	93	77	138	81	82	93	106
NCI-H460	99	99	109	110	65	98	100	108
IGROV1	98	95	87	55	67	61	102	119
SK-OV-3	111	107	77	105	101	93	100	107
NCI/ADR-RES	99	105	82	100	57	102	107	102
COLO 205	112	116	114	106	85	106	106	74
NCI-H522	92	-43*	78	91	59	96	88	90
NCI-H322M	103	99	93	105	80	103	93	105

25) COc1ccccc1[C@H]1C(C(=O)c2ccc(Cl)cc2)C2(N[C@@H]1c1ccccc1)C(=O)Nc1ccccc12 (some centres undefined)
26) Cc1nn(-c2ccc(C#N)cc2)c(C)c1N=Nc1ccccc1
27) CCn1c(SCC(=O)N2CCN(c3cc4c(cc3F)c(=O)c(C(=O)O)cn4C3CC3)CC2)nnc1-c1cc(OC)c(OC)c(OC)c1
28) CN1CCC(n2cc(Nc3ncc4c(=O)n(-c5c(Cl)cccc5Cl)cc(Br)c4n3)cn2)CC1
29) COc1ccc(/C=N\NC(=O)CSc2nc3ccccc3c(=O)n2-c2cc(C)ccc2Cl)cc1OC
30) O=C(CCc1nnc(COc2ccccc2)o1)c1nc2ncccc2[nH]1
31) CCCCCCCCCCCCCC(=O)Oc1ccc[nH]c1=O
32) Cn1ccnc1C(=O)/C=C/c1ccc(C(=O)Nc2ccccc2F)cc1
Screen / compound no.	25	26	27	28	29	30	31	32
NCI-H23	-55*	93	100	8.5*	92	88	105	27
NCI-H226	-53*	89	94	34	94	79	93	51
NCI-H460	-27*	100	108	1.2*	97	91	105	-0.6*
IGROV1	-3.1*	96	108	15	93	69	98	14
SK-OV-3	17	82	94	33	109	93	89	52
NCI/ADR-RES	-70*	102	103	34	93	82	100	22
COLO 205	-88*	101	104	23	115	120	112	33
NCI-H522	-28*	82	92	-8.2*	79	86	91	40
NCI-H322M	10	93	98	42	87	95	87	15

33) NNC(=O)Cc1cc(=O)[nH][nH]1
34) CCOCCOC(=O)CCCCCCCCC(=O)OCCOCC
35) CC(OC(C)c1ccccc1)c1ccccc1 (centres undefined)
36) COc1cc(-c2nnc(SC/C(=N/O)c3ccccc3)n2-c2ccccc2)cc(OC)c1OC
37) COc1ccc(NC(=O)c2c(Nc3ccc(OC)cc3OC)n[nH]c2N)c(OC)c1
38) Clc1cc(Cl)cc(N2N=C(c3ccc(Br)cc3)CC2c2sc(Cl)nc2Cl)c1 (centres undefined)
39) NC(=O)Nc1cccc(O)c1
40) O=C(Cn1cc(CN2CCN(c3ccnc4cc(Cl)ccc34)CC2)nn1)Nc1ccc(Cl)cc1
Screen / compound no.	33	34	35	36	37	38	39	40
NCI-H23	113&97	99	93	92	92	96	102	80
NCI-H226	89	99	99	94	90	87	92	72
NCI-H460	104&105	114	110	110	107	105	111	82
IGROV1	116&107	110	116	99	94	103	102	75
SK-OV-3	121&103	107	96	110	92	105	111	43
NCI/ADR-RES	111	101	109	99	101	108	102	79
COLO 205	114&109	113	108	108	100	113	116	82
NCI-H522	103&99	x	98	82	79	96	94	60
NCI-H322M	120&106	100	117	104	88	95	93	87

41) CS(=O)(=O)c1nccc(-c2c(-c3cccc(O)c3)nc3sccn23)n1
42) CC(C)(C)c1ccc(C(O)CCCN2CCC(C(O)(c3ccccc3)c3ccccc3)CC2)cc1 (centres undefined)
43) CN1CCN(/C=C2\CC(C(=O)NCc3ccc(Cl)cc3Cl)NC2=O)CC1 (centres undefined)
44) CCCCCC#CC1OC23CCCCC2C(C#N)(C(=N)O3)C1(C#N)C#N (centres undefined)
45) Nc1ncnc2c1ncn2C1OC(CO)CC1F (centres undefined)
46) CCN(CC)CCOc1ccc(-c2c(-c3ccc(OC)cc3)c(=O)oc3ccccc23)cc1
47) N#Cc1c(Oc2ccc(Cl)cc2)nc2sc3cc(Cl)c(Cl)cc3n2c1=O
48) O=C1/C(=C/c2ccc(Br)cc2)COc2ccc(O)c(O)c21
Screen / compound no.	41	42	43	44	45	46	47	48
NCI-H23	109	4.7*	99	101	106	100	102	18
NCI-H226	95	58	86	97	105	92	103	71
NCI-H460	97	-85*	104	100	104	109	95	12
IGROV1	117	35	109	99	105	116	x	-46*
SK-OV-3	96	-49*	107	111	109	86	83	59
NCI/ADR-RES	101	-47*	107	102	96	96	105	3.5*
COLO 205	114	-87*	116	117	100	92	105	15
NCI-H522	-2.2*	-75*	98	78	98	63	74	-70*
NCI-H322M	x	54	104	98	99	102	113	31

Filtered by structure: those above with a carbonyl joined to an NH by a bond outside any ring (twelve)
1) O=C(CSc1nnc(COc2cnc3ccccc3n2)o1)Nc1ccccc1Cl
6) CC(=O)Nc1nonc1-c1nc2ccccc2n1Cc1ccc(Cl)cc1Cl
8) CN1CCN(CC#CCOC(=O)CNC(=O)[C@]23CCC(C)(C)C[C@H]2C2=CC[C@@H]4[C@@]5(C)CC[C@H](O)C(C)(C)[C@@H]5CC[C@@]4(C)[C@]2(C)CC3)CC1
20) Nn1c(SCC(=O)Nc2cc(Cl)c(Cl)cc2Cl)nnc1-c1cc(F)c(Cl)cc1Cl
23) COc1cc(CNC(=O)/C=C/c2ccccc2)ccc1OCc1cn(-c2ccc(C)c(C)c2)nn1
29) COc1ccc(/C=N\NC(=O)CSc2nc3ccccc3c(=O)n2-c2cc(C)ccc2Cl)cc1OC
32) Cn1ccnc1C(=O)/C=C/c1ccc(C(=O)Nc2ccccc2F)cc1
33) NNC(=O)Cc1cc(=O)[nH][nH]1
37) COc1ccc(NC(=O)c2c(Nc3ccc(OC)cc3OC)n[nH]c2N)c(OC)c1
39) NC(=O)Nc1cccc(O)c1
Screen / compound no.	1	6	8	20	23	29	32	33	37	39
NCI-H23	98	88	94	103	101	92	27	113&97	92	102
NCI-H226	108	41	94	138	93	94	51	89	90	92
NCI-H460	105	72	96	110	100	97	-0.6*	104&105	107	111
IGROV1	106	92	90	55	102	93	14	116&107	94	102
SK-OV-3	105	64	86	105	100	109	52	121&103	92	111
NCI/ADR-RES	102	76	88	100	107	93	22	111	101	102
COLO 205	117	94	85	106	106	115	33	114&109	100	116
NCI-H522	101	69	88	91	88	79	40	103&99	79	94
NCI-H322M	105	83	94	105	93	87	15	120&106	88	93

40) O=C(Cn1cc(CN2CCN(c3ccnc4cc(Cl)ccc34)CC2)nn1)Nc1ccc(Cl)cc1
43) CN1CCN(/C=C2\CC(C(=O)NCc3ccc(Cl)cc3Cl)NC2=O)CC1 (centres undefined)
Screen / compound no.	40	43
NCI-H23	80	99
NCI-H226	72	86
NCI-H460	82	104
IGROV1	75	109
SK-OV-3	43	107
NCI/ADR-RES	79	107
COLO 205	82	116
NCI-H522	60	98
NCI-H322M	87	104

More structures follow.
49) COc1ccc(Br)c2ccccc12
50) Cn1c(=O)c2[nH]c(CCc3ccncc3)nc2n(C)c1=O
51) O=C1CCc2c(sc3[nH]c(=S)n(-c4cccc(Cl)c4)c(=O)c23)C1
52) CC(=O)Oc1c(C)c(C)c2c(c1C)CCC(C)(CC(=O)OCCCCCCCCCCC[P+](c1ccccc1)(c1ccccc1)c1ccccc1)O2 (centres undefined)
53) O=C(Cc1ccccc1)Cc1ccccc1
54) Cc1nc2ccccc2c(=O)n1-c1cccc(OCc2cn(-c3cccc(C(=O)O)c3)nn2)c1
55) O=C(c1nc2ccccc2[nH]1)C1C(c2ccc(Br)cc2)C2CSCN2[C@@]12C(=O)Nc1ccccc12 (some centres undefined)
56) Clc1nc2ccccc2nc1N1CCOCC1
Screen / compound no.	49	50	51	52	53	54	55	56
NCI-H23	109	110	96	-52*	103	99	75	96
NCI-H226	106	96	105	13	100	104	75	102
NCI-H460	114	115	104	-46*	102	x	66	104
IGROV1	x	121	99	-46*	104	107	64	107
SK-OV-3	115	108	95	-18*	100	104	x	104
NCI/ADR-RES	118	111	94	-43*	110	106	83	100
COLO 205	120	110	104	-74*	110	109	x	110
NCI-H522	98	97	60	-78*	97	89	91	90
NCI-H322M	117	123	99	14	104	99	90	100

57) O=C(CCCCCCN1CC(=O)N2[C@@H](c3cccs3)c3[nH]c4ccccc4c3C[C@H]2C1=O)NO
58) CSc1[nH]n(C2=Nc3ccccc3Sc3ccccc32)c(=O)c1C#N
59) Cc1cccc(-n2ncc3c(=O)[nH]c(-n4nc(C)cc4NC(=O)c4cc5ccccc5o4)nc32)c1
60) COc1ccc(CSc2nc3ccc(C)cc3c(=O)n2Cc2ccccc2)cc1
61) N[C@H](Cc1ccccc1)C(=O)O
62) CC(C)(C)OC(=O)N1CCc2c(sc3ncnc(N/N=C/c4ccccc4Br)c23)C1
63) Nc1ccc(N=Nc2ccccc2)c2ccccc12
64) C(=N/N=C/c1cccnc1)/c1cccnc1
Screen / compound no.	57	58	59	60	61	62	63	64
NCI-H23	94	89	97	110	101	74	74&86	92
NCI-H226	107	92	105	104	120	78	86&56	91
NCI-H460	77	98	107	110	115	49	93&103	107
IGROV1	94	93	100	94	99	69	21&53	97
SK-OV-3	101	103	107	107	106	114	73&79	101
NCI/ADR-RES	90	98	98	114	110	72	83&127	93
COLO 205	93	111	107	111	111	28	65&99	99
NCI-H522	45	87	93	104	96	68	71&94	94
NCI-H322M	80	103	93	100	101	x	70&81	94

65) O=[N+]([O-])c1c(O)c(Cl)cc(Cl)c1Cl
66) CC(C)N1CN2C(=S)NC3C2N(C1)C(=S)N3C (centres undefined)
67) c1ccc(OCCOc2ccccc2)cc1
68) COc1cc(OC)c(/C=N/NC(=S)NC23CC4CC(CC(C4)C2)C3)c(OC)c1
Screen / compound no.	65	66	67	68
NCI-H23	99	102	104	91
NCI-H226	94	100	98	91
NCI-H460	107	105	114	97
IGROV1	111	103	112	106
SK-OV-3	99	109	119	108
NCI/ADR-RES	96	106	106	99
COLO 205	116	120	149	104
NCI-H522	95	90	95	88
NCI-H322M	101	104	89	x
